High-throughput results deposited in PubChem BioAssay by several laboratories.
DYRK1A inh = rat Dyrk1A kinase inhibitors, primary screen, biochemical, single point, plate reader. ADP-Glo luminescence, NFATc1 peptide. inhibition, % at 12.5 µM. 0.43% of 310,000 active. AID 504441, 2011; in the data active = inhibition above about 50%;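 also: plate controls were vehicle with enzyme for no effect and no enzyme for full effect; many of its hits are not listed in these tables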
KCNQ1 block = inhibitors of human KCNQ1 channel, primary screen, cell-based, thallium flux, high-throughput. Potassium voltage-gated channel subfamily KQT member 1 (Homo sapiens), P51787. CHO-K1 KCNQ1, FluxOR thallium flux fluorescence; active compounds read high. B-score at 10 µM. 1.3% of 310,000 active. AID 2642, 2010;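 active = compounds whose thallium flux B-score, printed positive for inhibition, exceeds three library SD while starting fluorescence stays within three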;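 also: channel opened by potassium depolarization with thallium stimulus after 20 min compound exposure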
RGS4 pot = RGS4 potentiators or activators, primary screen, cell-based, HEK293 M3R inducible RGS4, calcium flux | carbachol calcium flux Fluo4; active compounds read low | B-score at 10 µM | 0.92% of 310,000 active;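 active = B-score of the integrated calcium signal more than 4 SD below the library mean, with starting fluorescence not abnormally high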;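 also: negative B-score means reduced calcium response which marks RGS4 activation or potentiation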
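System – HEK293 FlpIn-TREx cells, stable M3R, doxycycline-inducible RGS4 · Reagent – ECmax carbachol challenge · Times – compound preincubation 20 min at room temperature before agonist · Technique – Fluo4 fluorescence kinetic imaging of calcium · Measure – B score of integrated Fluo4 ratio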
KCNK3 inh = human KCNK3 channel inhibitors, primary screen, CHO cells, FluxOR thallium flux, B-score; FluxOR fluorescence; active compounds read low; B-score at 10 µM; 0.84% of 340,000 active; AID 602410, 2012;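 active = B-score under library mean minus 4 SD, starting fluorescence ratio at most library mean plus 5 SD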;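 also: more negative B-score means stronger inhibition of thallium flux through KCNK3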
Target sequence (O14649 whole entry, looked up): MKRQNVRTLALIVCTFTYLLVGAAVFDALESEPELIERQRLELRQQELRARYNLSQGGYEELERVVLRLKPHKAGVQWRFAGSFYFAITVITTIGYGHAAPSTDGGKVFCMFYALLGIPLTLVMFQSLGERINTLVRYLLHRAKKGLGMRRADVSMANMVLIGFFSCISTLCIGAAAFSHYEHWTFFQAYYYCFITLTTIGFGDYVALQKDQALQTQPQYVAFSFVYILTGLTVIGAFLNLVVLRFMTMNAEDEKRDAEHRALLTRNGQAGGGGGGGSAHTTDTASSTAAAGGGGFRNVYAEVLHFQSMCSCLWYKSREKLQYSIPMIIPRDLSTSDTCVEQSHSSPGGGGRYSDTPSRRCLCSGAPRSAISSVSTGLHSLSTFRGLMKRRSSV
KCNQ1 act = potentiators or activators of KCNQ1 channel, primary screen, cell-based, thallium flux, high-throughput. Potassium voltage-gated channel subfamily KQT member 1 (Homo sapiens), P51787. CHO-K1 KCNQ1, thallium flux FluxOR fluorescence; active compounds read high. B-score at 10 µM. 0.35% of 310,000 active. AID 2648, 2010;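 active = fluorescence ratio B-score, a plate-corrected score, at least three library SD, with initial intensity B-score within 5 SD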
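System: Stable KCNQ1 CHO-K1 line | Incubation: 90 min dye loading and 20 min compound exposure, both at room temperature | Measure: Ratio B score | Medium: Assay buffer for compound exposure, DMSO matched across wells | Compound dosing: Single-concentration screen | Probe or stimulus: K+/Tl+ depolarizing stimulus | Measured by: Kinetic FluxOR fluorescence, 10 s baseline plus 110 s post-stimulus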
hERG rescue = hERG rescue from dofetilide block, primary screen, cell-based, CHO-hERG, FluxOR thallium flux, dofetilide IC70. Voltage-gated inwardly rectifying potassium channel KCNH2 (Homo sapiens), Q12809. dofetilide IC70 present. activation (rescue from dofetilide block), less the hit threshold, % at 10 µM. 0.51% of 310,000 active. AID 1511, 2009;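 active = activation above the mean of controls blocked by dofetilide plus 5 SD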;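 also: thallium influx through hERG after potassium depolarization seen as dye fluorescence rise; in these data hits start at about 4.7%; inactives centre near -7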
KCNK9 block = KCNK9 potassium channel inhibitors, primary screen, HEK293 cells, thallium flux; B-score at 10 µM; Potassium channel subfamily K member 9 (Homo sapiens), Q9NPC2; 1.2% of 310,000 active; FluxOR thallium flux fluorescence; active compounds read low;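 active = ratio B-score over 3 SD below the library mean, with starting fluorescence within 5 SD of its mean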;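 also: negative B-score means less thallium flux so channel inhibition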
GSK3A inh = blockers of GSK3A enzyme activity – biochemical, luminescence, cell-free homogeneous, HTS, primary screen. GSK-3 alpha kinase, ADP-Glo luminescence, 60 min. 0.1% of 320,000 active. Glycogen synthase kinase-3 alpha (Homo sapiens), P49840. inhibition, % at 10 µM;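 in the data active = inhibition above about 50%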;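 also: GST-tagged GSK-3 alpha with peptide substrate and 25 µM ATP; 0% = DMSO neutral wells and 100% = GW8510 positive control wells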
RGS4 block = RGS4 inhibitors, primary screen, cell-based, HEK293 M3R inducible RGS4, calcium flux. Fluo-4 calcium flux; active compounds read high; triggered by carbachol at its EC20. 0.45% of 310,000 active. B-score at 10 µM. Regulator of G-protein signaling 4 (Homo sapiens), P49798;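 active = B-score, a plate-corrected calcium signal, over three deviations above library mean, with baseline fluorescence within five deviations of library mean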;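 also: RGS4 expression induced by doxycycline in cells with stable M3 receptor; B-score is computed from the integrated fluorescence ratio over baseline after carbachol; higher B-score means a larger calcium signal and so more RGS4 inhibition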
Target sequence (P49798 whole entry, looked up): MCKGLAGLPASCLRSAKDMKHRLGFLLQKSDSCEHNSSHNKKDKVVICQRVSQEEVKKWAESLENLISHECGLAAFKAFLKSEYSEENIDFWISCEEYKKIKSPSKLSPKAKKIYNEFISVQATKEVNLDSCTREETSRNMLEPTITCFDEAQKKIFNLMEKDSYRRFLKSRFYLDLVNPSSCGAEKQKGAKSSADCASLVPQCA
PolyA inhibitor = polyadenylation inhibitors in yeast reporter cells, primary screen, luminescence, S. cerevisiae | 0.02% of 300,000 active | S. cerevisiae SKY197-pL101 polyadenylation reporter, beta-gal luminescence; efflux-impaired pdr1/pdr3 knockout yeast; score 100 = 6 SD above DMSO | calls only at 12 µM;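 active = lowest replicate activity score at least 50, where 100 means six control SD above control mean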;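 also: yeast exposed to compound for 9 h at 30 °C; higher score means more reporter readthrough which indicates perturbed polyadenylation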
GSK3B inh = human GSK3beta kinase inhibitors, primary screen, biochemical, cell-free homogeneous, HTS | activity score (negative = inhibition), % at 10 µM | 0.038% of 300,000 active | GST-GSK3beta kinase, ADP-Glo luminescence, 60 min; active compounds read low | AID 2097, 2009 | Glycogen synthase kinase-3 beta (Homo sapiens), P49841;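 active = more than half of replicate wells score below -50%, meaning over 50% inhibition versus plate controls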;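 also: 0% = median DMSO wells and -100% = median GW8510 positive control wells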
Target sequence (P49841 whole entry, looked up): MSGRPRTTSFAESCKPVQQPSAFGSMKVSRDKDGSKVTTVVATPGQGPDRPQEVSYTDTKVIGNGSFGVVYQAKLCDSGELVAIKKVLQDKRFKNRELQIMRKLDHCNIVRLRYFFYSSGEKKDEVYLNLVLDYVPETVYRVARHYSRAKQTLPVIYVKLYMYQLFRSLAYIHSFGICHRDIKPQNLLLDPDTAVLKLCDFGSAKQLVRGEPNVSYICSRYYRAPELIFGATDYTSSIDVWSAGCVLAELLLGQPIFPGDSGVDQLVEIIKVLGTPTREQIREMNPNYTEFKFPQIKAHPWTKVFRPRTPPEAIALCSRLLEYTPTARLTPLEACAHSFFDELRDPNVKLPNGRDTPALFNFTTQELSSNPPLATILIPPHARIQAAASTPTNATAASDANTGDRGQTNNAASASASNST
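Assay system: GST-fused GSK3beta enzyme, cell-free / Medium: Tris pH 7.5 buffer with MgCl2, DTT, BSA, heparin / Also added: peptide substrate plus 25 µM ATP (final) / Compound: 10 µM single point / Timing: kinase reaction with compound 60 min at room temperature / Detection: ADP-Glo luminescence / Benchmarks: DMSO neutral wells and GW8510 at 20 µM as positive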
* = called active by the depositor. An excerpt; the hit share may differ from the screen's.

Results for COc1ccc(C(=O)c2coc3ccc(O)cc23)cc1 ?
DYRK1A inh: 2; KCNQ1 block: inactive; RGS4 pot: inactive; KCNK3 inh: inactive; KCNQ1 act: inactive; hERG rescue: -4; KCNK9 block: inactive; GSK3A inh: 3; RGS4 block: inactive; PolyA inhibitor: inactive; GSK3B inh: 1

Results for CCOc1ccc(CCNC(=O)COC(=O)/C=C/c2ccc(OC)c(OC)c2)cc1OCC ?
DYRK1A inh: 6; KCNQ1 block: inactive; RGS4 pot: inactive; KCNK3 inh: inactive; KCNQ1 act: inactive; hERG rescue: -12; KCNK9 block: inactive; GSK3A inh: -4; RGS4 block: inactive; PolyA inhibitor: inactive; GSK3B inh: 4

What do the screens show for `FC(F)(F)c1ccccc1/C=N/n1c(C2CCCCC2)n[nH]c1=S`?
DYRK1A inh: 26; KCNQ1 block: inactive; RGS4 pot: inactive; KCNK3 inh: inactive; KCNQ1 act: inactive; hERG rescue: 0; KCNK9 block: inactive; GSK3A inh: 27; RGS4 block: inactive; PolyA inhibitor: inactive; GSK3B inh: -3

Results for C=CCNS(=O)(=O)c1ccc(OCC(=O)OC)cc1 ?
DYRK1A inh: 2; KCNQ1 block: inactive; RGS4 pot: inactive; KCNK3 inh: inactive; KCNQ1 act: inactive; hERG rescue: -5; KCNK9 block: inactive; GSK3A inh: -5; RGS4 block: inactive; PolyA inhibitor: inactive; GSK3B inh: 2

What do the screens show for `Cc1ccc(S(=O)(=O)Nc2c3ccccc3nc(=O)n2-c2ccccc2)cc1`?
DYRK1A inh: -4; KCNQ1 block: inactive; RGS4 pot: inactive; KCNK3 inh: inactive; KCNQ1 act: inactive; hERG rescue: 2; KCNK9 block: inactive; GSK3A inh: 2; RGS4 block: inactive; PolyA inhibitor: inactive; GSK3B inh: 2

Results for COc1ccc(N2CCN(C(=O)CCCn3c(=O)[nH]c4ccsc4c3=O)CC2)cc1 ?
DYRK1A inh: 10; KCNQ1 block: inactive; RGS4 pot: inactive; KCNK3 inh: inactive; KCNQ1 act: inactive; hERG rescue: -10; KCNK9 block: inactive; GSK3A inh: -1; RGS4 block: inactive; PolyA inhibitor: inactive; GSK3B inh: -1

How did CC(C)N1CC(C(=O)Nc2nc3ccccc3s2)CC1=O (stereo not given) do in these assays?
DYRK1A inh: 30; KCNQ1 block: inactive; RGS4 pot: inactive; KCNK3 inh: inactive; KCNQ1 act: inactive; hERG rescue: -14; KCNK9 block: inactive; GSK3A inh: -1; RGS4 block: inactive; PolyA inhibitor: inactive; GSK3B inh: -3

How did COc1cccc(-n2c(SCC(=O)NCc3cccs3)nc3ccccc3c2=O)c1 do in these assays?
DYRK1A inh: -1; KCNQ1 block: inactive; RGS4 pot: inactive; KCNK3 inh: inactive; KCNQ1 act: inactive; hERG rescue: -20; KCNK9 block: inactive; GSK3A inh: 1; RGS4 block: inactive; GSK3B inh: -1

What do the screens show for `CN(CCc1ccccn1)C(=S)Nc1cccc(S(=O)(=O)N(C)C)c1`?
DYRK1A inh: -1; KCNQ1 block: inactive; RGS4 pot: inactive; KCNK3 inh: inactive; KCNQ1 act: inactive; hERG rescue: -1; KCNK9 block: inactive; GSK3A inh: -1; RGS4 block: inactive; PolyA inhibitor: inactive; GSK3B inh: 1

How did CC(=O)N1CCC2(CC1)C/C(=N\NC(=S)Nc1ccc(C)cc1)c1cc(O)ccc1O2 do in these assays?
DYRK1A inh: -1; KCNQ1 block: inactive; RGS4 pot: inactive; KCNK3 inh: inactive; KCNQ1 act: inactive; hERG rescue: -16; KCNK9 block: inactive; GSK3A inh: 1; RGS4 block: inactive; PolyA inhibitor: inactive; GSK3B inh: -2

What do the screens show for `COc1ccc(-n2c(=O)c3c4c(sc3n3cnnc23)CC(C)CC4)cc1` (stereo not given)?
DYRK1A inh: -1; KCNQ1 block: inactive; RGS4 pot: inactive; KCNK3 inh: inactive; KCNQ1 act: inactive; hERG rescue: -8; KCNK9 block: inactive; GSK3A inh: -4; RGS4 block: inactive; PolyA inhibitor: inactive; GSK3B inh: -3

What do the screens show for `CCOC(=O)c1ccc(NC(=S)N2CCN(CCNC3=CC(=O)CC(C)(C)C3)CC2)cc1`?
DYRK1A inh: -1; KCNQ1 block: inactive; RGS4 pot: inactive; KCNK3 inh: inactive; KCNQ1 act: inactive; hERG rescue: -9; KCNK9 block: inactive; GSK3A inh: -3; RGS4 block: inactive; PolyA inhibitor: inactive; GSK3B inh: -1

Results for C/C(=N\NC(=S)NC1CCCCC1)c1ccc(OC(F)F)cc1OC(F)F ?
KCNQ1 block: inactive; RGS4 pot: inactive; KCNK3 inh: inactive; KCNQ1 act: inactive; hERG rescue: -7; KCNK9 block: inactive; GSK3A inh: 1; RGS4 block: inactive; PolyA inhibitor: inactive; GSK3B inh: 5

What do the screens show for `COc1ccc(NC(=O)c2ccc(-n3cccn3)nc2)c(OC)c1`?
KCNQ1 block: inactive; RGS4 pot: inactive; KCNK3 inh: inactive; KCNQ1 act: inactive; hERG rescue: -6; KCNK9 block: inactive; GSK3A inh: -1; RGS4 block: inactive; PolyA inhibitor: inactive; GSK3B inh: 3

Results for Cc1ccc(-c2nc3ccccc3c(=O)n2CCCn2ccnc2)cc1 ?
DYRK1A inh: 2; KCNQ1 block: inactive; RGS4 pot: inactive; KCNK3 inh: inactive; KCNQ1 act: inactive; hERG rescue: -12; KCNK9 block: inactive; GSK3A inh: 1; RGS4 block: inactive; PolyA inhibitor: inactive; GSK3B inh: -1

What do the screens show for `CCOc1ccc(-c2ccc(/C=C3/C(=N)N4C=CSC4=NC3=O)o2)c([N+](=O)[O-])c1`?
DYRK1A inh: 1; KCNQ1 block: inactive; RGS4 pot: inactive; KCNK3 inh: inactive; KCNQ1 act: inactive; hERG rescue: -11; KCNK9 block: inactive; GSK3A inh: 0; RGS4 block: inactive; PolyA inhibitor: inactive; GSK3B inh: 3

What do the screens show for `C=CCN(Cc1cccc(OC)c1OC)S(=O)(=O)N(C)C`?
DYRK1A inh: -6; KCNQ1 block: inactive; RGS4 pot: inactive; KCNK3 inh: inactive; KCNQ1 act: inactive; hERG rescue: -9; KCNK9 block: inactive; GSK3A inh: 1; RGS4 block: inactive; PolyA inhibitor: inactive; GSK3B inh: 0

What do the screens show for `Cc1ccc(CNC(=O)Cc2noc3ccccc23)cc1`?
KCNQ1 block: inactive; RGS4 pot: inactive; KCNK3 inh: inactive; KCNQ1 act: inactive; hERG rescue: 1; KCNK9 block: inactive; GSK3A inh: -3; RGS4 block: inactive; PolyA inhibitor: inactive; GSK3B inh: 4

How did CC(=O)N1CCN(c2ccc(NC(=O)c3ccc4c(c3)OCCO4)cc2Cl)CC1 do in these assays?
DYRK1A inh: -1; KCNQ1 block: inactive; RGS4 pot: inactive; KCNK3 inh: inactive; KCNQ1 act: inactive; hERG rescue: -8; KCNK9 block: inactive; GSK3A inh: -1; RGS4 block: inactive; PolyA inhibitor: inactive; GSK3B inh: 3

Results for O=C(CCc1ccc(S(=O)(=O)N2CCOCC2)cc1)Nc1nccs1 ?
DYRK1A inh: 2; KCNQ1 block: inactive; RGS4 pot: inactive; KCNK3 inh: inactive; KCNQ1 act: inactive; hERG rescue: -8; KCNK9 block: inactive; GSK3A inh: 9; RGS4 block: inactive; PolyA inhibitor: inactive; GSK3B inh: -1

Results for O=C(COC(=O)c1c(Cl)cccc1Cl)Nc1cc(Cl)ccc1Oc1ccccc1 ?
DYRK1A inh: 0; KCNQ1 block: inactive; RGS4 pot: inactive; KCNK3 inh: inactive; KCNQ1 act: inactive; hERG rescue: -13; KCNK9 block: inactive; GSK3A inh: 4; RGS4 block: inactive; PolyA inhibitor: inactive; GSK3B inh: -2

How did CCCCN(C)C(=O)Cn1c(=O)oc2cc(S(=O)(=O)N3CC(C)CC(C)C3)ccc21 (stereo not given) do in these assays?
DYRK1A inh: 6; KCNQ1 block: inactive; RGS4 pot: inactive; KCNK3 inh: inactive; KCNQ1 act: inactive; hERG rescue: -11; KCNK9 block: inactive; GSK3A inh: 0; RGS4 block: inactive; PolyA inhibitor: inactive; GSK3B inh: 2

How did COCCNC(=S)N(Cc1cc2cc(C)ccc2n2nnnc12)C1CCCC1 do in these assays?
DYRK1A inh: -8; KCNQ1 block: inactive; RGS4 pot: inactive; KCNK3 inh: inactive; KCNQ1 act: inactive; hERG rescue: -1; KCNK9 block: inactive; GSK3A inh: 0; RGS4 block: inactive; PolyA inhibitor: inactive; GSK3B inh: 5

What do the screens show for `Cc1ccc(Cl)cc1N1CCN(C2CCCCC2NS(=O)(=O)c2ccccc2)CC1` (stereo not given)?
DYRK1A inh: -3; KCNQ1 block: inactive; RGS4 pot: inactive; KCNK3 inh: -9.3*; KCNQ1 act: inactive; hERG rescue: -10; KCNK9 block: -17*; RGS4 block: inactive; PolyA inhibitor: inactive; GSK3B inh: 0
